From PubChem BioAssay
GPR151 activ: activators of human GPR151 | Q8TDV0 | PathHunter beta-arrestin GPR151 cells, luminescence | activation, % at 11.2 µM | 650,000 compounds, 1% hits | AID 1508602; in the data active means activation above about 4.9%;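 further: 0% = median of compound wells and 100% = cells with positive control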
Target sequence (Q8TDV0 whole entry, looked up): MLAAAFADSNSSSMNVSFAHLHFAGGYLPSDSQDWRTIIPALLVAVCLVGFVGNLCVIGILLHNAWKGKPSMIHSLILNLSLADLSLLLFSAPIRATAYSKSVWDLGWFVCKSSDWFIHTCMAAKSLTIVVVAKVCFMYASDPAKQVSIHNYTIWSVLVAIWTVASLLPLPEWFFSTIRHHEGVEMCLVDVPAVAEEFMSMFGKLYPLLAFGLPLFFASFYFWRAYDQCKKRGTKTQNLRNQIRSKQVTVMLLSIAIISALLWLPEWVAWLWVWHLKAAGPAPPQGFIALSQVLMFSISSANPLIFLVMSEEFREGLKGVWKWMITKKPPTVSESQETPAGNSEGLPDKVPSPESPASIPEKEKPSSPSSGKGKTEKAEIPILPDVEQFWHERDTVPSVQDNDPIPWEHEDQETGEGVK
MITF primary: inhibitors of human MITF | inhibition, % at 2.6 µM | 650,000 compounds, 0.91% hits | AlphaScreen MITF homodimerization, bead proximity signal | O75030; in the data active means inhibition above about 50%;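 further: 0% = vehicle wells with protein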
Target sequence (O75030 whole entry, looked up): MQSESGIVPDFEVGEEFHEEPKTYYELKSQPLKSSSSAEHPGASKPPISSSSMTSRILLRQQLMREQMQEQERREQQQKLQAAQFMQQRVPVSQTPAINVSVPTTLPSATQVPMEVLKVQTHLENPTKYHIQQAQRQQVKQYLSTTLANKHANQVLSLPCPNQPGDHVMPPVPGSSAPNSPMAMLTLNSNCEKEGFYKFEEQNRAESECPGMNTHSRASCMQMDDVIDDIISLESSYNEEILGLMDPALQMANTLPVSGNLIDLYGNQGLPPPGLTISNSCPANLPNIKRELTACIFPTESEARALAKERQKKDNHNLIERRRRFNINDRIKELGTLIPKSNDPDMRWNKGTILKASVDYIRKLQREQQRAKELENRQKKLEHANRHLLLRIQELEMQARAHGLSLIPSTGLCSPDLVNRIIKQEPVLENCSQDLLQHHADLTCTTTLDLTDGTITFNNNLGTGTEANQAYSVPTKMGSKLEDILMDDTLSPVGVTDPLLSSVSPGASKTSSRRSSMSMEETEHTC
TEAD-YAP block: TEAD-YAP interaction inhibition. HEK-TIYL cells, TEAD-Gal4/YAP UAS-luciferase luminescence. inhibition, % at 9.12 µM. 640,000 compounds, 1.4% hits; in the data active means inhibition above about 32%;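 further: 0% = median of test compound wells and 100% = reference inhibitor wells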
FBW7 activator: activators of human E3 ligase FBW7; Q969H0; AlphaScreen FBW7–phospho-cyclin E peptide binding, activator screen; normalized activity (activation), % at 26.1 µM; 650,000 compounds, 0.13% hits; in the data active means normalized activity above about 1.9%;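 further: purified mutant Fbw7 with reduced substrate affinity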
An asterisk follows results filed as active. No enrichment for hits; 3.4% or so of the library scored in one or more.

COc1ccc2oc(=Nc3ccc(C(C)=O)cc3)c(C(N)=O)cc2c1 was read as GPR151 activ -1.1, MITF primary 5.2, TEAD-YAP block -1.7 and FBW7 activator -0.1.
Screening CCOc1ccc(NC(=O)C(C)Sc2nnc(-c3cccc(N)c3)n2C)cc1 (configuration not stated) returned GPR151 activ 0.4, MITF primary -10.8, TEAD-YAP block 6.2 and FBW7 activator -0.1.
`CN1Cc2ccccc2CC1C(=O)N1CCC2(CC1)CC2C(=O)Nc1cccc(F)c1` (configuration not stated) gave GPR151 activ 0.8, MITF primary 3.0, TEAD-YAP block 3.8 and FBW7 activator 0.0.
Screening CC(C)(C)c1cc(NC(=O)CSCc2ccccc2)n(CCO)n1 returned GPR151 activ -0.2, MITF primary 10.2, TEAD-YAP block 0.5 and FBW7 activator -0.1.
CS(=O)(=O)N(CC(=O)Nc1ccc(F)c(Cl)c1)c1ccccc1Br was read as GPR151 activ 0.9, MITF primary 0.3, TEAD-YAP block 2.9 and FBW7 activator 0.0.
CCOC(=O)C(C#N)C(c1cc(Cl)cc(Cl)c1O)C(C#N)C(=O)OCC (configuration not stated) was read as GPR151 activ -0.8, MITF primary -4.1, TEAD-YAP block 1.8 and FBW7 activator -0.1.
Screening CCOC(=O)N1CCN(C(=O)c2cnc(N3CCN(c4ncccn4)CC3)c3ccccc23)CC1 returned GPR151 activ 4.0, MITF primary -1.3, TEAD-YAP block 10.9 and FBW7 activator 0.0.
For CC(=O)Oc1ccccc1N1C(=O)c2ccc(Oc3cccc(N)c3)cc2C1=O the results were GPR151 activ -0.5, MITF primary 54.1*, TEAD-YAP block -5.8 and FBW7 activator -0.2.
O=C(NCc1cccnc1)/C(=C/c1ccc[nH]1)NC(=O)c1ccco1 was read as GPR151 activ -0.3, MITF primary -3.8, TEAD-YAP block 6.5 and FBW7 activator -0.1.
`O=C(OCc1nnc(-c2ccccc2)o1)c1cc(=O)[nH]c2ccccc12` gave GPR151 activ -0.8, MITF primary 9.4, TEAD-YAP block 3.0 and FBW7 activator 0.1.
COc1cc(CN2CC(=O)N(c3cc(Cl)ccc3C)C2=S)cc(OC)c1OC was read as GPR151 activ 2.4, MITF primary -0.3, TEAD-YAP block 10.9 and FBW7 activator 0.1.
Screening CC(CCn1cccn1)N1CCC2(CC1)CC2C(=O)N1CCN(c2ccccc2)CC1 (configuration not stated) returned GPR151 activ -1.8, MITF primary 10.7, TEAD-YAP block -11.4 and FBW7 activator 0.1.
Screening CN(C)CC1CCCCC1OC(=O)c1ccc(Cl)cc1 (configuration not stated) returned GPR151 activ -0.7, MITF primary 7.1, TEAD-YAP block -38.0 and FBW7 activator 0.1.
Cc1sccc1/C=N/NC(=O)c1ccc(C(C)(C)C)cc1 was read as GPR151 activ -0.6, MITF primary -12.5, TEAD-YAP block -44.6 and FBW7 activator -0.1.
`C/C=C/c1ccc(OCCCN2CCN(CC)CC2)c(OC)c1` gave GPR151 activ 0.2, MITF primary 63.1*, TEAD-YAP block -8.6 and FBW7 activator -0.1.
For COCCOC(=O)Nc1nc2ccc(OC)cc2s1 the results were GPR151 activ 0.8, MITF primary 15.6, TEAD-YAP block 28.1 and FBW7 activator 0.1.
`CC(=O)Nc1nc(-c2ccc(C(C)C)cc2)nc2c1c(=O)oc1ccccc12` gave GPR151 activ -0.8, MITF primary 1.2, TEAD-YAP block 7.8 and FBW7 activator 0.0.
Screening CCOC(=O)/C(=C/c1ccc(Br)cc1)c1nnc(N)s1 returned GPR151 activ 2.4, MITF primary 14.5, TEAD-YAP block 39.9* and FBW7 activator 0.3.
CCOC(=O)c1cnc2ccc(C(=O)OC)cc2c1Nc1ccc(C(=O)OC)cc1 was read as GPR151 activ -1.1, MITF primary 5.0, TEAD-YAP block 2.6 and FBW7 activator 0.3.
For Cc1ccc(S(=O)(=O)N(C)c2c(C)ccc(S(=O)(=O)NCCO)c2C)cc1 the results were GPR151 activ 1.1, MITF primary 3.9, TEAD-YAP block 1.5 and FBW7 activator 0.2.
For CC(C)(C)Sc1ccc(SC#N)s1 the results were GPR151 activ -0.6, MITF primary 22.6, TEAD-YAP block -8.8 and FBW7 activator 1.4.
`CCc1ccccc1NC(=O)c1nn2c(c1Br)NC(c1cccs1)CC2C(F)(F)F` (configuration not stated) gave GPR151 activ -0.1, MITF primary -3.5, TEAD-YAP block -9.7 and FBW7 activator -0.1.
For CC1(C)C2CC=C(/C=N/Nc3ccccc3[N+](=O)[O-])C1C2 (configuration not stated) the results were GPR151 activ -0.7, MITF primary -2.5, TEAD-YAP block 27.3 and FBW7 activator -0.3.
Cc1ccc(CNC(=O)c2nc3nc(C)cc(C)n3n2)cc1 was read as GPR151 activ 1.2, MITF primary -5.0, TEAD-YAP block -7.2 and FBW7 activator -0.1.
Screening CCN(CC)CCNc1nc(-c2ccco2)c2c(c1C#N)CC(C)(C)OC2 returned GPR151 activ -0.7, MITF primary 9.8, TEAD-YAP block 8.5 and FBW7 activator 0.5.
Screening CCN(CC(=O)NC1CCCC1)S(=O)(=O)c1ccc2ccccc2c1 returned GPR151 activ 0.2, MITF primary 6.0, TEAD-YAP block 0.5 and FBW7 activator 0.2.
`O=C(NNC(=O)c1ccccc1F)c1cccc(Cl)c1` gave GPR151 activ -2.3, MITF primary 9.8, TEAD-YAP block -17.8 and FBW7 activator 0.7.
`COc1ccc(-c2nccc(NCCOc3ccccc3)n2)cn1` gave GPR151 activ 0.4, MITF primary 17.2, TEAD-YAP block 5.8 and FBW7 activator 0.1.
For Cn1c(O)c(C=NCc2cccnc2)c(=O)n(C)c1=O the results were GPR151 activ -1.4, MITF primary 14.4, TEAD-YAP block 16.4 and FBW7 activator 1.0.
`C=CCN(c1ccc(C(=O)NCCSCc2ccco2)cc1)S(C)(=O)=O` gave GPR151 activ 1.3, MITF primary -4.3, TEAD-YAP block 3.2 and FBW7 activator 0.0.
Screening CCN1C(=O)c2cccc3c(NC(=O)c4ccc(OC(C)C)cc4)ccc1c23 returned GPR151 activ 1.8, MITF primary 27.9, TEAD-YAP block -8.7 and FBW7 activator 0.2.
Screening Cc1ccc(Sc2c(C)n[nH]c2C)cc1 returned GPR151 activ -0.9, MITF primary 4.8, TEAD-YAP block -5.9 and FBW7 activator -0.1.
`COc1ccccc1NC(=O)CNC(=O)c1cn(-c2ccccc2OC)c(=O)c2ccccc12` gave GPR151 activ 1.4, MITF primary 19.1, TEAD-YAP block 0.7 and FBW7 activator -0.1.
`c1ccc(CNc2nc(Nc3nccc4ccccc34)nc3c2ncn3C2CCCCC2)cc1` gave GPR151 activ -1.0, MITF primary 6.2, TEAD-YAP block 2.3 and FBW7 activator -0.1.
For COc1ccccc1C1C(C(C)=O)=C(O)C(=O)N1CC(OC)OC (configuration not stated) the results were GPR151 activ 1.4, MITF primary -1.5, TEAD-YAP block 1.9 and FBW7 activator -0.2.
For CCOC(=O)c1cc(NC(=O)Nc2ccc(C(=O)OC)cc2)c(C)nc1C the results were GPR151 activ -0.4, MITF primary 5.7, TEAD-YAP block 0.1 and FBW7 activator 1.6.
Screening Cc1ccc(-n2cnc3cc(C(=O)NCCc4ccccc4)ccc32)cc1Cl returned GPR151 activ -1.2, MITF primary 4.7, TEAD-YAP block -3.0 and FBW7 activator 0.0.
COc1ccc(OC)c(NC(=O)C(=O)NCCc2ccc(OC)c(OC)c2)c1 was read as GPR151 activ 1.6, MITF primary 2.7, TEAD-YAP block -11.8 and FBW7 activator -0.2.
Screening O=C(O)/C(=C\c1ccccc1Cl)NC(=O)c1ccco1 returned GPR151 activ -0.5, MITF primary -3.0, TEAD-YAP block -0.8 and FBW7 activator 0.0.
Cc1ccccc1NC(=O)c1ccc(Cl)c(S(=O)(=O)N2CCCCCC2)c1 was read as GPR151 activ 0.0, MITF primary 17.3, TEAD-YAP block -17.8 and FBW7 activator 0.1.
`COc1ccc(-c2nc(NCCN(C(C)C)C(C)C)c3ncn(Cc4ccc(C(F)(F)F)cc4)c3n2)cc1` gave GPR151 activ 0.1, MITF primary 7.4, TEAD-YAP block -4.7 and FBW7 activator 0.1.
For CCCc1cc(=O)[nH]c(SCC(=O)N(CC)C2CCS(=O)(=O)C2)n1 (configuration not stated) the results were GPR151 activ 1.1, MITF primary 2.0, TEAD-YAP block -1.5 and FBW7 activator 0.1.
For COc1ccc2[nH]c(=O)c(CN(c3ccc(C)cc3)S(C)(=O)=O)cc2c1 the results were GPR151 activ -0.3, MITF primary -5.5, TEAD-YAP block -6.7 and FBW7 activator -0.1.
Cc1nc2ccccc2n1C1CC(=O)N(N(C)C)C1=O (configuration not stated) was read as GPR151 activ 0.3, MITF primary 13.2, TEAD-YAP block 2.4 and FBW7 activator -0.1.
Screening COc1cc(CCC(=O)Nc2nnc(C)s2)cc(OC)c1OC returned GPR151 activ 0.6, MITF primary 2.0, TEAD-YAP block 55.4* and FBW7 activator -0.1.
`Cc1cc(C(=O)NCc2ccccc2F)no1` gave GPR151 activ -1.1, MITF primary 5.2, TEAD-YAP block -9.2 and FBW7 activator 0.4.
`CC(=O)NC(CC(C)C)c1nnc2n1CCN(Cc1cc3c(cc1Cl)OCO3)CC2` (configuration not stated) gave GPR151 activ 2.8, MITF primary 7.2, TEAD-YAP block -20.1 and FBW7 activator 0.0.
Screening CN1C(=O)[C@H]2CN(C(=O)c3ccc(-c4ccccc4)cc3)CCN2C(=O)[C@@H]1Cc1ccccc1 returned GPR151 activ 2.5, MITF primary 8.0, TEAD-YAP block 1.9 and FBW7 activator 0.0.
COc1ccc(C2=NN(C(=O)CSc3nnc(CNC(=O)COc4ccccc4)n3-c3ccc(F)cc3)C(c3ccc(F)cc3)C2)cc1 (configuration not stated) was read as GPR151 activ 0.2, MITF primary -7.5, TEAD-YAP block -3.9 and FBW7 activator -0.2.
`CC1=CCc2c(cc3oc(C)cc(=O)c3c2O)OC1` gave GPR151 activ -1.8, MITF primary 4.5, TEAD-YAP block -3.9 and FBW7 activator -0.1.
For CCOc1ccc2cc(-c3nnc(-c4cccc(Br)c4)o3)c(=O)oc2c1 the results were GPR151 activ 0.8, MITF primary -1.3, TEAD-YAP block -0.1 and FBW7 activator 0.4.
For O=C(c1ccc(Cl)cc1)N(c1ccccc1)C1C=CS(=O)(=O)C1 (configuration not stated) the results were GPR151 activ -0.3, MITF primary 5.9, TEAD-YAP block 0.8 and FBW7 activator 0.0.
`S=c1c2c([nH]c3ccccc13)CCCC2` gave GPR151 activ -0.8, MITF primary 6.8, TEAD-YAP block 4.1 and FBW7 activator 0.4.
CCc1ccc2oc(-c3cccc(NC(=O)COc4ccc(OC)cc4)c3)nc2c1 was read as GPR151 activ 0.3, MITF primary -1.4, TEAD-YAP block -23.8 and FBW7 activator 0.0.
O=C(/C=C/c1ccc([N+](=O)[O-])s1)Nc1nc2ccc([N+](=O)[O-])cc2s1 was read as GPR151 activ -1.8, MITF primary -4.9, TEAD-YAP block 1.7 and FBW7 activator -0.1.
Cc1ccc2cccc([N+](=O)[O-])c2n1 was read as GPR151 activ -0.7, MITF primary 8.8, TEAD-YAP block 2.1 and FBW7 activator 0.2.
Screening COCCCNc1ncnc2c1c(-c1ccccc1)cn2-c1ccc(Br)cc1 returned GPR151 activ 1.8, MITF primary 1.2, TEAD-YAP block 10.1 and FBW7 activator -0.1.
`CCOc1ccc(Nc2nc(C)cc(C)c2C#N)cc1` gave GPR151 activ -0.1, MITF primary 1.1, TEAD-YAP block 0.0 and FBW7 activator 0.1.
O=C(COC(=O)c1ccc(O)cc1)Nc1cccc(I)c1 was read as GPR151 activ -0.1, MITF primary 15.8, TEAD-YAP block 0.8 and FBW7 activator 0.3.
Screening CCN(CC)c1nc(NCCN2CCOCC2)nc(N2CCN(c3ccccn3)CC2)n1 returned GPR151 activ 3.0, MITF primary 6.0, TEAD-YAP block 8.1 and FBW7 activator 0.3.
For COc1cc(C2NC(=O)NC(C)=C2C(=O)OC2CCCC2)cc([N+](=O)[O-])c1O (configuration not stated) the results were GPR151 activ -1.0, MITF primary 8.1, TEAD-YAP block -2.1 and FBW7 activator -0.1.

Entries from the list above that have an NH in an aromatic ring:
O=C(NCc1cccnc1)/C(=C/c1ccc[nH]1)NC(=O)c1ccco1 was read as GPR151 activ -0.3, MITF primary -3.8, TEAD-YAP block 6.5 and FBW7 activator -0.1.
`O=C(OCc1nnc(-c2ccccc2)o1)c1cc(=O)[nH]c2ccccc12` gave GPR151 activ -0.8, MITF primary 9.4, TEAD-YAP block 3.0 and FBW7 activator 0.1.
Screening Cc1ccc(Sc2c(C)n[nH]c2C)cc1 returned GPR151 activ -0.9, MITF primary 4.8, TEAD-YAP block -5.9 and FBW7 activator -0.1.
For CCCc1cc(=O)[nH]c(SCC(=O)N(CC)C2CCS(=O)(=O)C2)n1 (configuration not stated) the results were GPR151 activ 1.1, MITF primary 2.0, TEAD-YAP block -1.5 and FBW7 activator 0.1.
For COc1ccc2[nH]c(=O)c(CN(c3ccc(C)cc3)S(C)(=O)=O)cc2c1 the results were GPR151 activ -0.3, MITF primary -5.5, TEAD-YAP block -6.7 and FBW7 activator -0.1.
`S=c1c2c([nH]c3ccccc13)CCCC2` gave GPR151 activ -0.8, MITF primary 6.8, TEAD-YAP block 4.1 and FBW7 activator 0.4.
